High-throughput results deposited in PubChem BioAssay by The Scripps Research Institute Molecular Screening Center.
OX1R antag-1 – blocks the human orexin 1 receptor; inhibition, % at 6.6 µM; O43613; AID 485270; OX1R-expressing cells, FRET antagonist read-out; 330,000 compounds, 1.8% hits; in the data active means inhibition mostly above about 38%, no sharp cut-off; inactive means mostly below about 40%;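 further: 0% = agonist challenge alone and 100% = reference antagonist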
Target sequence (O43613 whole entry, looked up): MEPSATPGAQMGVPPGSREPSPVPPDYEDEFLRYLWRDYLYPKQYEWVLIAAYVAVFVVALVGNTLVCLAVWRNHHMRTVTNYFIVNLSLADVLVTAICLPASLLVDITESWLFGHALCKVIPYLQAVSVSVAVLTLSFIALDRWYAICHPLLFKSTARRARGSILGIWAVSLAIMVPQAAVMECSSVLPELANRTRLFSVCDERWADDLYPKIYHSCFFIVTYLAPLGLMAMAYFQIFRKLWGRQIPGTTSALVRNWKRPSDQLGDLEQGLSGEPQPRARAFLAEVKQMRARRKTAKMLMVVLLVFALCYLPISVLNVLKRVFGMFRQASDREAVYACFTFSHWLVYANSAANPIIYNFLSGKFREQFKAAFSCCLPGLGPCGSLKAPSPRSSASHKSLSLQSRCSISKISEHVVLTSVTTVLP
OX1R antag-2 – antagonists of human orexin 1 receptor; inhibition, % at 5 µM; CHO/OX1R cells, Fluo-8 calcium fluorescence, orexin A; AID 434989; 330,000 compounds, 0.43% hits; O43613;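 active means inhibition above its plate's threshold, mean inhibition of all tested compounds on the plate plus 3 SD, cut at about 37% in these data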;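 further: 0% = orexin A challenge wells and 100% = SB-334867-A antagonist wells; not every result past the cut was called active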
Starred values were filed as active, the others as inactive.

no.	smiles	OX1R antag-1	OX1R antag-2
1	CCOCCCNC(=O)C(c1ccc(OC)cc1)N(Cc1ccc2c(c1)OCO2)C(=O)c1cnccn1 (stereo unspecified)	1	-22
2	O=C1CC(c2ccco2)Cc2nc(Nc3ccc(F)cc3)ncc21 (stereo unspecified)	39	-19
3	COc1cc(C(=O)OCC(=O)N2CCC(C)CC2)cc2c1OCCO2	0	-6
4	O=[N+]([O-])c1cc(C(F)(F)F)ccc1Oc1cccnc1[N+](=O)[O-]	17	0
5	COc1ccccc1C1CCN(C(=O)c2ccc(C(C)(C)C)cc2)CC1	2	-22
6	NC(=O)C1(N2CCCCC2)CCN(Cc2nc3ccccc3c(=O)[nH]2)CC1	14	0
7	CCOC(=O)C(/C=C(\C#N)C(=O)OCC)=C(/N)N1CCN(c2ccc(Cl)cc2)CC1	5	-37
8	O=C(O)CN1C(=O)S/C(=C\c2ccc3c(c2)OCO3)C1=O	14	-5
9	CCC(C)[C@@H](C(=O)N1CCNCC1)n1cc(CCCN=C(N)N)nn1 (stereo partly specified)	14	-1
10	COC(=O)c1sc2ncccc2c1OCc1c(Cl)cccc1Cl	20	-22
11	CCc1ccccc1OCCCCN1CCCC1	13	-18
12	O=C1OC[C@@H]2CCCN2C(=O)[C@H](CC(=O)N(CCO)Cc2ccccc2)C/C=C\CC[C@@H]1Cc1ccc(F)cc1	5	-2
13	N#Cc1ccccc1Cn1c(-c2cscn2)nc2ccccc21	21	-26
14	Cc1cc(Cl)c(S(=O)(=O)NC2CCCC2)cc1OCC(=O)NC1CCCCC1	17	19
15	COc1ccc(/C(C)=N\NC(=O)CSc2nnc(C)s2)cc1	18	-17

Among those listed so far, these have a carbonyl joined to an NH by a bond outside any ring:
no.	smiles	OX1R antag-1	OX1R antag-2
1	CCOCCCNC(=O)C(c1ccc(OC)cc1)N(Cc1ccc2c(c1)OCO2)C(=O)c1cnccn1 (stereo unspecified)	1	-22
6	NC(=O)C1(N2CCCCC2)CCN(Cc2nc3ccccc3c(=O)[nH]2)CC1	14	0
14	Cc1cc(Cl)c(S(=O)(=O)NC2CCCC2)cc1OCC(=O)NC1CCCCC1	17	19
15	COc1ccc(/C(C)=N\NC(=O)CSc2nnc(C)s2)cc1	18	-17

An excerpt from above in order of their number in OX1R antag-2, smallest number first.
nr	SMILES	OX1R antag-2
1	CCOCCCNC(=O)C(c1ccc(OC)cc1)N(Cc1ccc2c(c1)OCO2)C(=O)c1cnccn1 (stereo unspecified)	-22
2	O=C1CC(c2ccco2)Cc2nc(Nc3ccc(F)cc3)ncc21 (stereo unspecified)	-19
11	CCc1ccccc1OCCCCN1CCCC1	-18
15	COc1ccc(/C(C)=N\NC(=O)CSc2nnc(C)s2)cc1	-17
3	COc1cc(C(=O)OCC(=O)N2CCC(C)CC2)cc2c1OCCO2	-6
12	O=C1OC[C@@H]2CCCN2C(=O)[C@H](CC(=O)N(CCO)Cc2ccccc2)C/C=C\CC[C@@H]1Cc1ccc(F)cc1	-2
6	NC(=O)C1(N2CCCCC2)CCN(Cc2nc3ccccc3c(=O)[nH]2)CC1	0

(list continues)
no.	smiles	OX1R antag-1	OX1R antag-2
16	Cc1cccc(N2CC(C(=O)Nc3ccc(S(=O)(=O)N4CCOCC4)cc3)CC2=O)c1 (stereo unspecified)	3	-1
17	CCCn1c(SCC(N)=O)nnc1C(C)C	20	-3
18	COCCn1nnnc1C(c1cccc(C(F)(F)F)c1)N1CCOCC1 (stereo unspecified)	13	-5
19	COc1ccc(NCC(=O)NN=C2CCS(=O)(=O)c3ccc(F)cc32)cc1	12	-15
20	CN(C)CCN(C(=O)c1ccco1)c1nc2cc3c(cc2s1)OCCO3	4	-21
21	COc1cccc(NC(=O)CN(C)C(=O)/C=C/c2cn(Cc3ccccc3)nc2-c2cccnc2)c1	22	-40
22	CCCCn1c2c(c3ccccc31)CCc1nonc1-2	9	-30
23	COc1ccc(CCNC(=O)c2nc3ncccn3n2)cc1OC	28	-6
24	C=CCN(c1ccccc1)S(=O)(=O)c1ccc2[nH]cc(C(=O)NCCOC)c(=O)c2c1	-5	-13
25	COc1ccccc1NC(=O)COC(=O)/C=C/c1ccc(OC)c(OC)c1	10	-33
26	O=C(c1ccc(F)cc1)N1CCC(c2ccccc2)C1 (stereo unspecified)	6	-1
27	CC1=NN(C(N)=S)C(=O)C1N=Nc1cccc2ccccc12 (stereo unspecified)	13	-16
28	COc1ccc(CCn2c(=N)c(C(=O)NC3CCCC3)cc3c(=O)n4ccccc4nc32)cc1	29	-30
29	Cc1cc(NC(=O)CSc2nnnn2-c2ccccc2)no1	21	-26
30	CCn1cc(C(=O)NNC(=O)c2ccc(Cl)cc2)c(=O)c2ccc(C)nc21	2	7

no.	smiles	OX1R antag-1	OX1R antag-2
31	COc1ccc(/C=N/NC(=O)CSc2nnc(C)n2-c2ccccc2)c(OC)c1OC	17	-16
32	CCC(c1nc2ccccc2c(=O)n1CCN1CCOCC1)N1C(=O)c2ccccc2C1=O (stereo unspecified)	15	-28
33	CCc1cccc(CC)c1NC(=O)C(NS(=O)(=O)c1cccs1)c1ccccc1 (stereo unspecified)	19	-4
34	CSc1ccccc1NC(=O)CN(C)C(=O)COc1ncnc2ccccc12	7	-14
35	COc1ccc(NC(=O)CCC(=O)OCc2ccc([N+](=O)[O-])cc2)cc1	11	13
36	CCOc1ccccc1NC(=O)C1CCCN(S(=O)(=O)c2cccc3cccnc23)C1 (stereo unspecified)	38*	-23
37	COc1cccc(-c2cc(C(=O)N3CCN(c4ncccn4)CC3)c3ccccc3n2)c1	8	-19
38	CC1(C)CC(=O)N(c2cccc(Cl)c2)C(=O)C1	0	-4
39	COC(=O)c1nnn(-c2nc(N(C)C)nc(N(C)C)n2)c1C	8	-4
40	Cc1ccn(CC(=O)N/N=C/c2cc([N+](=O)[O-])ccc2O)n1	21	-18
41	CC(=O)C[C@@H](O)CC(=O)[C@H]1OC(=O)[C@H](C)CCCCc2ccccc21	27	-10
42	CCN(CCn1cccn1)C(=O)CCc1nnc(CCCc2ccccc2)o1	6	-21
43	O=C(COC(=O)c1ccccc1-c1ccccc1[N+](=O)[O-])c1ccccc1	30	0
44	O=C(NCc1ccco1)C1CCCN1C(=O)Nc1ccccc1[N+](=O)[O-] (stereo unspecified)	23	-16
45	CCN(CC)C(=O)CN1C(=O)/C(=C/c2ccccc2)SC1=S	15	-29

no.	smiles	OX1R antag-1	OX1R antag-2
46	CC1CN(S(=O)(=O)c2cccc(C(F)(F)F)c2)CC(C)O1 (stereo unspecified)	4	-4
47	CC1OC2(C)OC(=N)C1(C#N)C(C#N)(C#N)C2c1ccccc1 (stereo unspecified)	13	-18
48	CC1CCCN(C(=O)Cc2ccc(F)cc2)C1 (stereo unspecified)	4	-15
49	CC1(C(=O)OCC(=O)Nc2ccccc2)CC1(Cl)Cl (stereo unspecified)	14	-17
50	CC12CN3CCN(CC(C3)/C1=N\NC(=O)Nc1cccc(Cl)c1)C2	19	3
51	O=C(Oc1ccc2ccccc2c1Br)N1CCCCCC1	18	-15
52	O=C(Nc1nccs1)c1cc2sccc2n1Cc1ccc(Cl)cc1	2	-13
53	O=C(c1ccc(Cn2c(=O)[nH]c3ccccc3c2=O)cc1)N1CCN(c2ccc(F)cc2)CC1	9	-15
54	O=C(OCc1nnc(-c2ccc(Cl)cc2)o1)C12CC3CC(CC(O)(C3)C1)C2	16	-26
55	CCOC(=O)N1CCN(c2c(NCc3ccccc3OC)c(=O)c2=O)CC1	5	-18
56	COC(=O)c1cccc(NC(=O)c2nn(C(C)C)c(=O)c3ccccc23)c1	-5	-20
57	CC(=O)C1=C(C)NC(SCC(=O)Nc2nccs2)=C(C#N)C1c1ccccc1Cl (stereo unspecified)	20	-23
58	O=C1CCCC2=C1C(c1ccc(OS(=O)(=O)c3ccc(Cl)cc3)cc1)C1=C(CCCC1=O)O2	10	-25
59	NC(=O)C1CCN(C(=O)COc2ccc3ccccc3c2)CC1	14	-2
60	CCn1c(/C=C/c2ccccc2Cl)nc2ccccc2c1=O	26	-39

Given with each value named: four of the compounds above
48	CC1CCCN(C(=O)Cc2ccc(F)cc2)C1 (stereo unspecified)
  OX1R antag-1: 4	OX1R antag-2: -15
46	CC1CN(S(=O)(=O)c2cccc(C(F)(F)F)c2)CC(C)O1 (stereo unspecified)
  OX1R antag-1: 4	OX1R antag-2: -4
52	O=C(Nc1nccs1)c1cc2sccc2n1Cc1ccc(Cl)cc1
  OX1R antag-1: 2	OX1R antag-2: -13
60	CCn1c(/C=C/c2ccccc2Cl)nc2ccccc2c1=O
  OX1R antag-1: 26	OX1R antag-2: -39

Later entries
no.	smiles	OX1R antag-1	OX1R antag-2
61	CC(=O)c1cccc(NC(=S)NCCCCc2ccccc2)c1	1	-14
62	CCn1c(CC(=O)Nc2ccccc2)nnc1SCC(=O)Nc1nnc(C)s1	12	-11
63	COCCCNC(=O)c1cc2cc3cc(OC)ccc3nc2o1	10	-6
64	CC(C)Sc1nnc(NC(=O)CCc2ccccc2)s1	3	-30
65	O=C(CC1(O)C(=O)Nc2ccccc21)c1cccc(Br)c1 (stereo unspecified)	1	3
66	Cc1ccc(OCC(O)CN2CCC(Cc3ccccc3)CC2)c(C)c1 (stereo unspecified)	11	4
67	Cc1oc(C(C)(C)C)cc1C(=O)N1CCN(C(c2ccccc2)c2ccccc2)CC1	10	-40
68	Cc1cccc(OCC(=O)NC2CCCCCC2)c1C	19	-20
69	O=C(CCNS(=O)(=O)c1ccc(Br)s1)NCc1ccccc1Cl	5	-15
70	O=C(O)C1C2C=CC(C2)C1C(=O)N1CCN(CCO)CC1 (stereo unspecified)	20	-6
71	COc1ccc(C)cc1NC(=O)c1nnn(CCc2ccccc2)c1N	21	-22
72	CCOc1ccc(C(=O)NCC(=O)NNC(=O)c2ccco2)cc1OCC	6	-11
73	N#CC1(c2ccccc2)CCC(=O)N1c1ccccc1 (stereo unspecified)	5	-22
74	Cc1ccc(/C=C(\NC(=O)c2ccccc2)C(=O)NC(Cc2ccccc2)C(=O)O)cc1 (stereo unspecified)	5	-2
75	O=C(CSc1nc2ccccc2s1)N1c2ccccc2Sc2ccccc21	61	11

Overlap with the part before: 4 compounds, then new ones.
no.	smiles	OX1R antag-1	OX1R antag-2
72	CCOc1ccc(C(=O)NCC(=O)NNC(=O)c2ccco2)cc1OCC	6	-11
73	N#CC1(c2ccccc2)CCC(=O)N1c1ccccc1 (stereo unspecified)	5	-22
74	Cc1ccc(/C=C(\NC(=O)c2ccccc2)C(=O)NC(Cc2ccccc2)C(=O)O)cc1 (stereo unspecified)	5	-2
75	O=C(CSc1nc2ccccc2s1)N1c2ccccc2Sc2ccccc21	61	11
76	Cc1ccc(NC(=O)OCc2cccs2)cc1	7	-13
77	CCn1c(SCC(=O)N2c3ccccc3Sc3ccccc32)nnc1-c1ccco1	22	-12
78	O=C(CSc1ccc2ccccc2c1)N1CCN(c2ccc(O)cc2)CC1	11	-6
79	COc1ccc(/C=C/C(=O)OCn2c(SC)nnc(C)c2=O)cc1OC	19	-21
80	S=C(Nc1ccc(Oc2ccccc2)cc1)N1CCN(c2ccccn2)CC1	20	-20
81	CCOC(=O)c1nn(-c2ccc(C)cc2)c(=O)cc1OCC(=O)Nc1cc(C)ccc1OC	10	-9
82	O=C(NN(c1ccccc1)c1ccccc1)c1ccc([N+](=O)[O-])o1	10	-14
83	O=C(CN1CCSCC1)c1c[nH]c2ccccc12	10	-8
84	Cc1ccc(CNc2oc(-c3cccs3)nc2C#N)cc1	7	-17
85	COc1cc(N)c(Cl)cc1C(=O)OCC(=O)N1CCc2ccccc21	14	7
86	COC(=O)c1[nH]c2ccccc2c1NC(=O)CN1CCC(C(N)=O)(N2CCCCC2)CC1	30	-10
87	O=C(OCC(=O)c1c[nH]c2ccccc12)c1cc(S(=O)(=O)N2CCOCC2)ccc1F	12	-6
88	Cc1onc(-c2ccccc2Cl)c1C(=O)NCCCc1ccccc1	38	-25
89	CCCCN(CCCC)CC(O)COc1ccccc1Br (stereo unspecified)	20	-30
90	COC(C[C@H]1O[C@H]1C(=O)[C@H](C)OCc1ccccc1)OC	15	-13
91	O=S(=O)(Nc1nc(SCc2ccc(Cl)cc2)n[nH]1)c1ccc(F)cc1	2	-37
92	O=C(CCC1COc2ccccc2O1)NCC1COc2ccccc2O1 (stereo unspecified)	31	-13
